Compound activity deposited in PubChem by several laboratories.
CAL PDZ FP-1 = CAL PDZ (human) peptide binding inhibition | Q9HD26 | purified CAL PDZ, TMR-peptide fluorescence polarization, 1 h | inhibition, % at 24.9 µM | 300,000 tested, 0.92% active | AID 602252;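 active = mean inhibition of at least 30% with at least half of replicates also reaching 30%; inconclusive = no clear call, values can overlap the other calls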;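 note: 0% = DMSO neutral control and 100% = excess unlabeled competitor peptide PRC23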
Keap1 Nrf2 FP = inhibitors of human Keap1-Nrf2 protein-protein interaction; 340,000 tested, 0.15% active; inhibition, % at 9.4 µM; Keap1 Kelch-Nrf2 peptide fluorescence polarization, 1536-well; AID 504523; in the data active = inhibition above about 12%; inconclusive = no clear call, values can overlap the other calls; inactive = below about 7.3%;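 note: human Keap1 Kelch domain with fluorescein labeled Nrf2 9mer peptide probe; 0% = neutral control wells and 100% = peptide positive control; higher means more block of Keap1 binding to Nrf2 peptide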
DAGLB inh = diacylglycerol lipase beta (human) inhibition; Q8NCG7; HEK293T DAGLB membrane lysate, EnzChek fluorogenic substrate; inhibition, % at 5.17 µM; 340,000 tested, 0.059% active; AID 504411; in the data active = inhibition above about 34%;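 note: 0% = enzyme with vehicle and 100% = wells lacking enzyme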
Target sequence (Q8NCG7 whole entry, looked up): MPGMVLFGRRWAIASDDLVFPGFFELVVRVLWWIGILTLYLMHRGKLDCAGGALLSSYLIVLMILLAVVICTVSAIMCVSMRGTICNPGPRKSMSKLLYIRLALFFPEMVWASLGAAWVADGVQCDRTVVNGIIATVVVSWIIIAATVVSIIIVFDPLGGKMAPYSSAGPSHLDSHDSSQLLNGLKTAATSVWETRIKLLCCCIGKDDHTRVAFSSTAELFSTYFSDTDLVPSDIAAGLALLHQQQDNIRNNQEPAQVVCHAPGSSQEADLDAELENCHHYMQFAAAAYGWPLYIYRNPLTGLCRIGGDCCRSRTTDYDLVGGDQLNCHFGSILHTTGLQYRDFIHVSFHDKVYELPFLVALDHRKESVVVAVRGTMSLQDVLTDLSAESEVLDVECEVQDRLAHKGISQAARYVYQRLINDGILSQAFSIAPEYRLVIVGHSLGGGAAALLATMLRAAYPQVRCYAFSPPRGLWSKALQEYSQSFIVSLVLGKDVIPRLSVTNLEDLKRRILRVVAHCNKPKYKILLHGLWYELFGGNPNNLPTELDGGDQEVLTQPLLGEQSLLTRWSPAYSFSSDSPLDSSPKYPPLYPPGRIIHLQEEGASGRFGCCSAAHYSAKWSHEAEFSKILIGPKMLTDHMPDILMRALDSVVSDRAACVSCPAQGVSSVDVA
SR-BI DiI-HDL act = SR-BI HDL lipid transfer activation. CHO ldlA[mSR-BI] cells, DiI-HDL uptake fluorescence, 3 h; 100 = double the neutral-control signal. activation, % at 12.5 µM. 320,000 tested, 0.096% active. AID 504775;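 active = mean replicate activation of at least 60% and every replicate at or above 60%; inconclusive = mean or all-replicate condition met, but not both; inactive = mean below 60% and not all replicates reaching 60%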;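 note: 0% = median plate neutral-control signal and 100% = twice that signal; values of inactives mirror those of a sister screen read the other way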
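Material: SR-BI-overexpressing, LDLR-lacking CHO cells | Dosing: Single compound concentration, delivered by pin transfer | Probe or stimulus: Labelled HDL, 10 µg/mL | Signal: Bottom-read cell fluorescence after medium removal, ex 550/em 595 nm | Schedule: 3 h, 37 °C | Evaluation: HDL uptake via cellular fluorescence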
Rtt109 HAT inh = blocks Candida albicans Rtt109/Vps75 acetyltransferase activity; Q5AAJ8; inhibition, % at 34.9 µM; purified Rtt109/Vps75, ThioGlo CoA-SH fluorescence, 4 h; 330,000 tested, 0.16% active;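 active = inhibition of at least 50% in every replicate; inconclusive = best replicate reaches 50% inhibition but some replicates fall short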
PKA-R2B act = activators of human PKA-R2B complex; 340,000 tested, 0.079% active; PKA-R2B holoenzyme dissociation, Cy5-IP20 fluorescence polarization; R2B truncated from residue 108, S112A mutant; 0% DMSO only, 100% 113 µM cGMP; activation, % at 11.4 µM;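 active = activation above a cutoff set at the mean over all compounds plus 3 SD, cut at about 18% in these data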;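 note: higher means more holoenzyme dissociation and a rise in polarization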
Target sequence (P31323 whole entry, looked up, other chains not shown, the tested form may be a part): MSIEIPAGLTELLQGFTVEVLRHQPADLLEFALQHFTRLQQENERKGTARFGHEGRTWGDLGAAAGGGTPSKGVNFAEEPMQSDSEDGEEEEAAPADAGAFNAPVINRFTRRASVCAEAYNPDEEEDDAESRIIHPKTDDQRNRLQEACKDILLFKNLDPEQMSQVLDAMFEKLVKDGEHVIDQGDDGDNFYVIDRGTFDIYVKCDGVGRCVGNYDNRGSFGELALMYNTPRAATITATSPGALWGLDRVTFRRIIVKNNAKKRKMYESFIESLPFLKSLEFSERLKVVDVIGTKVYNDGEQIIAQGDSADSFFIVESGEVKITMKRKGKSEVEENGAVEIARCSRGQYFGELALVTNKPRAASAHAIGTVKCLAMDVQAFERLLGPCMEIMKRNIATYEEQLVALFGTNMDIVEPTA
LANA DNA inh = blocks KSHV LANA C-terminal domain binding to DNA; MBP-C-LANA/FAM-LBS DNA binding, fluorescence polarization; inhibition, % at 9 µM; 340,000 tested, 0.078% active; AID 504423;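 active = highest replicate inhibition at or above 60% at 9 µM, even if other replicates fall short; inactive = all replicates below 60% inhibition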;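 note: 0% = neutral control wells and 100% = 4 µM acridine orange control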
cardiac RTF act = cardiac RTF calcium sensitization. activation, % at 7.2 µM. AID 493008. P19429+P45379. 340,000 tested, 0.24% active. IANBD-labeled TnC RTF fluorescence at EC20 calcium; 0% EC20 calcium, 100% full calcium;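 active = activation above the mean over all tested compounds plus 3 SD, cut at about 30% in these data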;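 note: rise in fluorescence read as greater calcium sensitivity of cardiac thin filaments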
Cardiac RTF inh = cardiac RTF calcium desensitization; 340,000 tested, 0.12% active; P19429+P45379; IANBD-labeled cardiac RTF, Ca2+ fluorescence; inhibition, % at 7.15 µM;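 active = inhibition above the mean inhibition of all tested compounds plus 3 SD, cut at about 17% in these data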;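 note: assay run at fixed EC70 calcium of 1.6 mM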
CAL PDZ FP-2 = inhibitors of human CAL PDZ peptide binding. Q9HD26. purified CAL PDZ, TMR-peptide fluorescence polarization, 1 h. inhibition, % at 20 µM. 330,000 tested, 0.02% active. AID 504414;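 active = highest replicate inhibition of at least 40%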;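 note: plate controls were DMSO neutral control wells for no effect and unlabeled competitor peptide control wells for full effect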
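System: tagged CAL PDZ domain. Schedule: 1 h room-temperature incubation prior to read. Signal: fluorescence polarization (mP). Measure: percent inhibition from loss of millipolarization.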
* = called active by the depositor; ? = inconclusive; . = no result given.

The line under a structure holds: CAL PDZ FP-2	Cardiac RTF inh	SR-BI DiI-HDL act	LANA DNA inh	cardiac RTF act	DAGLB inh	CAL PDZ FP-1	Keap1 Nrf2 FP	PKA-R2B act	Rtt109 HAT inh
> CN1CCN(C(=O)c2ccc(S(=O)(=O)Nc3ccccc3)cc2)CC1
→ 0.0	-7	-11	-0.6	0	1	-1	6	2	-1
> COc1ccc(C(CNC(=O)c2oc3cc(C)c(C)cc3c2C)N2CCCCC2)cc1 (stereo not given)
→ 0.0	-10	28	-0.9	-5	0	2	-1	0	4
> CN(CC(=O)Nc1ccc(F)cc1)C(=O)COC(=O)c1ccc(-c2ccccc2)cc1
→ -3.3	-4	-13	1.4	-4	-3	8	3	-3	-3
> NC(=O)c1ccsc1NC(=O)COC(=O)CCCOc1ccccc1
→ -4.2	-24	17	-1.8	9	4	-5	2	-20	5
> Cc1ccc(Nc2ccc3nonc3c2[N+](=O)[O-])cc1
→ -1.3	-6	-11	1.7	-1	4	-3	-4	12	1
> CCOC(=O)c1[nH]c2ccccc2c1NC(=O)c1ccc2c(c1)OCO2
→ -0.5	-7	-44	0.3	-3	-2	.	-2	-1	-1
> O=C(OCc1ccc([N+](=O)[O-])cc1)c1cnc(Cl)c(Cl)c1
→ 0.9	13	.	-1.3	-6	-6	-2	-5	-5	4
> CCCCn1c(CCCNC(=O)CC)nc2ccccc21
→ 1.0	-4	34	2.6	-1	-1	-3	0	3	1
> O=c1cc(CSc2nnnn2-c2ccccc2)nc2sccn12
→ -8.7	-5	19	-0.3	5	4	1	6	8	3
> O=C1c2ccccc2C(=O)N1CCc1csc(-c2cccc(Cl)c2)n1
→ 1.5	-3	19	-0.4	-4	-12	-1	-3	-2	-7
> CCOC(=O)c1cc2c(=O)n3ccccc3nc2n(CCCOC)c1=NC(=O)c1ccncc1
→ -1.5	-7	27	0.2	5	2	3	-1	-13	-68
> O=c1oc2ccccc2cc1-c1csc(NN=C2CCCC2)n1
→ 1.4	-12	29	-2.1	2	-7	-1	2	-4	-7
> Cc1cc(O)c(C(C)C)cc1NC(=S)Nc1cc(C(C)C)c(O)cc1C
→ -0.9	-6	-12	-0.2	0	3	1	-5	1	4
> CSc1ccc(CNC(=O)C2Cc3cc(S(=O)(=O)N4CCCCC4)ccc3N2C(C)=O)cc1 (stereo not given)
→ -2.1	-7	-18	0.2	1	1	-1	-3	6	-4
> Cc1ccc(C(=O)Nc2ccc(C(=O)/C=C/c3cccs3)cc2)cc1
→ .	-1	-48	5.4	0	-4	-4	0	-1	-5
> NS(=O)(=O)c1ccc(NC(=O)/C=C/c2ccccc2Cl)cc1
→ -1.2	1	-54	0.4	-3	-2	2	2	-3	-6
> Cc1ccc(CNc2ncc(-c3ccccc3)n2C)o1
→ -2.2	-6	13	-1.0	9	0	0	-5	4	6
> CN1CCN(S(=O)(=O)c2ccc(Sc3nnc(-c4cccs4)n3-c3ccccc3)nc2)CC1
→ -0.9	12	3	0.7	-3	-2	-6	-2	4	-3
> O=C(N/N=C/c1ccc(O)cc1)c1cc[n+](Cc2ccccc2)cc1
→ -3.4	-10	5	-0.3	-3	0	-1	-2	2	3
> COc1ccccc1NC(=O)c1nn(-c2ccc(OC(F)(F)F)cc2)ccc1=O
→ -4.2	1	-18	0.1	2	3	-4	-4	1	-7
> Cc1nnc(SCc2cccs2)[nH]c1=O
→ -0.6	2	-3	-0.1	-5	1	-5	-3	3	-22
> OC(C#Cc1ccccc1)(c1ccccc1)c1ccccc1
→ 2.4	-3	-33	0.3	4	-8	-5	-3	-10	8
> O=C(CSc1ccccc1)Nc1ccccc1C(=O)O
→ -0.6	2	19	-0.3	1	2	-3	0	1	4
> O=C1c2ccccc2C2(c3ccccc3)N1CCN2C(=O)C(Cl)(Cl)Cl (stereo not given)
→ -1.9	-1	2	-1.1	-5	-1	-5	1	2	-2
> C=C1C(=O)O[C@H]2[C@H]1[C@@H](O)CC(=C)[C@@H]1CC(=O)[C@@H](C)[C@H]21
→ -1.5	3	-3	-0.2	-2	3	-8	-62	6	-12
> COc1ccc(CCNC(=O)COC(=O)c2sc(C)nc2C)cc1
→ 0.3	-7	-5	0.0	3	0	3	0	4	3
> O=C(Nc1ccc(F)c([N+](=O)[O-])c1)C1CC(=O)N(Cc2ccccc2)C1 (stereo not given)
→ -0.2	-4	5	0.5	6	1	.	-4	-11	9
> N/C(=N\OC(=O)COc1ccc(Br)cc1Cl)c1ccncc1
→ -1.0	-19	16	-1.3	1	-2	-2	-2	-8	-8
> CC1CCCCC1NC(=O)COC(=O)c1ccccc1NC(=O)c1ccco1 (stereo not given)
→ -2.8	-10	-9	-1.6	1	-6	-2	-6	-6	-1
> Cc1sc2nc(CSCC(=O)Nc3ccc(C(=O)N(C)C)cc3)[nH]c(=O)c2c1C
→ -0.1	-10	10	0.1	-2	-3	0	-11	4	0
> COc1ccc(-c2c(C)cc3oc(=O)cc(-c4ccccc4)c3c2C)cc1F
→ -0.7	-1	-68	0.0	-1	-5	-5	-5	-4	10
> CCOc1ccc(CCNC(=O)CCNC(=O)c2ccc(Br)cc2)cc1OCC
→ -2.3	4	-25	-0.7	3	0	-3	-5	-7	-7
> Cc1c(C(=O)N2CCN(c3ccc([N+](=O)[O-])cc3)CC2)oc2ccccc12
→ 0.2	-7	-51	5.8	2	-6	-3	4	-4	-3
> CCN(CC)S(=O)(=O)c1cccc(C(=O)Nc2nc3cc4c(cc3s2)OCCO4)c1
→ -3.2	-5	-56	-1.1	-7	2	-3	-3	-7	.
> CCCc1cc(=O)n2nc(N3CCC(C(=O)N4CCN(c5cccc(OC)c5)CC4)CC3)sc2n1
→ -1.2	-5	-46	-0.6	0	3	4	-3	-9	0
> COc1cc2[nH]c(=S)nc(Nc3ccc(NC(C)=O)cc3)c2cc1OC
→ -1.0	-6	14	-1.3	2	2	-2	-4	-8	.
> O=C(NCCN1CCOCC1)/C(=C/c1ccc(Cl)cc1)NC(=O)c1ccccc1
→ 0.2	-6	9	0.2	0	0	-5	0	5	2
> CCCCCCCCS(=O)c1sc2nc(C)cc(C)c2c1N (stereo not given)
→ -0.9	-9	16	-0.6	4	0	3	-3	-7	11
> CCn1c(CC(=O)Nc2ccc(F)cc2)nnc1SCC(=O)Nc1nncs1
→ 0.2	-17	.	0.3	-4	0	5	-5	-2	-3
> Cc1nc2ncnn2c(C)c1CCC(=O)N1CCN(c2ccccn2)CC1
→ 0.6	-2	2	-0.6	-1	0	-1	3	10	12
> CC(C)(C)[C@@H]1C=C(C(=O)O)O[C@H](OCCCCO)C1
→ 0.1	-3	.	2.9	-10	0	4	1	-9	-1
> CCOCCCNC(=O)CSc1ccccc1
→ -2.1	5	-2	-0.3	3	-4	1	0	1	5
> CC(C)C[C@H](NC(=O)C1CCN(S(=O)(=O)c2ccccc2)CC1)C(=O)NCc1ccncc1
→ 0.1	-7	18	0.0	0	2	-1	-3	-3	-4
> COc1ccccc1CN1CCNC(=O)C1CC(=O)NCC1CCOCC1 (stereo not given)
→ -3.2	-10	17	-0.6	-1	-2	2	-5	5	-22
> COc1ccc(NC(=O)CN(C)C(=O)c2ccc(NC3CC3)c([N+](=O)[O-])c2)cc1
→ -2.6	-19	14	-0.9	1	2	1	-3	-17	?
> C/C(=N\Nc1cc(C(F)(F)F)ccc1Cl)c1ccccc1O
→ 0.0	-5	-6	-0.4	1	-12	-5	-1	-7	-2
> CCN(CC)c1ccc(N=Cc2cc(Br)ccc2O)cc1
→ -2.1	3	-16	-2.8	6	10	-1	-1	-32	59*
> COc1cc(C(=O)NC(=S)Nc2cccc(-c3cc4ccccc4oc3=O)c2)cc(OC)c1OC
→ 0.3	2	-45	-1.6	-2	-8	-7	-4	-15	12
> N#C/C(=C\c1ccccc1O)C(=O)Nc1ccccn1
→ -0.9	-7	-9	-0.5	-6	-6	9	0	-11	15
> COc1ccc(CCn2c(C)cc(C(=O)CSc3nnc(N)s3)c2C)cc1
→ -0.3	-14	-27	1.2	-6	5	-1	4	7	-5
> O=C(c1cc(-c2cccc3ccccc23)nc2ccccc12)N1CCN(CCO)CC1
→ -0.5	-4	15	26	1	-6	-2	-3	2	2
> CCOC(=O)c1c(C)[nH]c(C(=O)OCc2csc(CC(=O)Nc3ccccc3C)n2)c1C
→ -0.2	-5	-81	0.2	-13	0	.	-3	0	5
> CC(C)NC(=O)CCNC(=O)c1ccc(F)cc1
→ -0.5	-3	25	-0.2	-4	-1	-3	-3	5	-3
> CC(=O)Nc1ccc(NC(=O)c2cc(S(=O)(=O)N3CCCCC3)ccc2C)cc1
→ -0.9	4	28	0.6	6	-1	0	-5	2	14
> O=C(Nc1ccc(Cl)c(Cl)c1)Nc1ccccc1O
→ 0.3	3	-78	-1.8	-5	0	-3	3	-10	7
> CCCCN1CC(COCc2ccccc2)Oc2cccc(Oc3ccc(F)cc3)c2S1(=O)=O (stereo not given)
→ -0.7	-1	-16	1.7	-5	-26	-7	5	-7	5
> O=C(NCCc1ccccc1)c1ccc2c(c1)OCCCO2
→ -1.3	6	3	0.4	2	-3	-4	0	8	0
> COc1ccc(-c2nc(CS(=O)CC(=O)NCCCN3CCCC3)c(C)o2)cc1OC (stereo not given)
→ -2.4	-8	-3	-1.7	1	-1	-5	-6	-5	11
> CCOc1ccc(CN2C(=O)c3ccccc3Sc3ccc(C(=O)NCCCN4CCOCC4)cc32)cc1
→ -1.8	-5	29	-3.1	-8	1	7	-1	12	6
> CC1=C(C(=O)NCc2ccccc2)C(c2ccc(C)o2)n2ncnc2N1 (stereo not given)
→ -1.8	-15	19	2.7	5	4	0	-1	1	-5
> Cc1ccc(CNc2ccc(S(=O)(=O)N3CCOCC3)cc2[N+](=O)[O-])cc1
→ -0.4	3	37	1.3	3	-3	-5	-2	-5	5
> COc1cc2c(cc1NC(=O)Nc1cccc(C)c1)oc1ccccc12
→ -0.4	-2	-87	-1.5	0	-5	.	2	-3	-7
> O=C(COC(=O)CCCN1C(=O)c2ccccc2C1=O)Nc1cc(Cl)cc(Cl)c1
→ -1.6	4	9	0.2	-6	-1	-4	-3	-3	4

Quoted at random: 2 compounds from above.
The line under a structure holds: CAL PDZ FP-2	Cardiac RTF inh	SR-BI DiI-HDL act	LANA DNA inh	cardiac RTF act	DAGLB inh	CAL PDZ FP-1	Keap1 Nrf2 FP	PKA-R2B act	Rtt109 HAT inh
> COc1cc2c(cc1NC(=O)Nc1cccc(C)c1)oc1ccccc12
→ -0.4	-2	-87	-1.5	0	-5	.	2	-3	-7
> CC(C)NC(=O)CCNC(=O)c1ccc(F)cc1
→ -0.5	-3	25	-0.2	-4	-1	-3	-3	5	-3
